High-throughput results deposited in PubChem BioAssay by National Center for Advancing Translational Sciences (NCATS).
Vif-A3F inh – inhibitors of Vif-A3F interaction. Potency, µM (doses to about 46.1 µM), for the others: top-dose activity, negative = active. HeLa A3F-eYFP + Vif (tagged APOBEC3F with the HIV-1 protein that degrades it), YFP fluorescence increase. 390,000 compounds, 0.2% hits; also: potency is read from the fitted curve at half-maximal effect; % of control where 0% means no effect; nearly all actives have a fitted effect of over 65% in size
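HeLa cells stably expressing A3F-eYFP plus Vif, plated and incubated overnight at 37 deg C, then exposed to compounds overnight at 37 deg C. Blocked degradation read as raised yellow fluorescence (Ex 488/Em 500-530).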
Glioma ERSR ind – induces the endoplasmic reticulum stress response in human glioma cells. U87-MG GRP78 promoter luciferase reporter, 16 h. 420,000 compounds, 0.02% hits. Potency, µM, inactives show at the top dose activation, hits mostly activators. AID 602332; also: potency is read from the fitted curve at half-maximal effect; series mostly up to about 76 µM; % of control where 0% means no effect; nearly all actives have a fitted effect of over 35% in size
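Stably transfected U87-MG glioma cells carrying a GRP78-based luciferase sensor; 16 h compound incubation. Luminescence end-point read 10 min after Bright-Glo addition at room temperature.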
D1 antagonist – blocks dopamine activation of the human D1 receptor; P21728; 360,000 compounds, 3.2% hits; HEK293 TREx D1 cells, calcium flux, dopamine EC80; hits give low values; activity change, negative = inhibition, % at 10 µM; AID 504652; in the data active = activity change below about -30%; also: % is scaled to controls: 0 for no effect and ±100 for the full control effect
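Allosteric or orthosteric antagonism assessed as attenuation of the calcium response to EC80 dopamine, added 180 s after compound, in induced HEK293 Trex D1 cells loaded with no-wash calcium dye.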
D2 potentiator – positively modulates the human D2 dopamine receptor allosterically; P14416; HEK293 T-REx D2, calcium flux, EC20 dopamine potentiation; potentiation, % at 10 µM; 340,000 compounds, 0.34% hits; AID 485347;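 active = potentiation over 3 SD above the plate norm, cut at about 30% in these data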; also: 0% is about no effect
Target sequence (P14416 whole entry, looked up): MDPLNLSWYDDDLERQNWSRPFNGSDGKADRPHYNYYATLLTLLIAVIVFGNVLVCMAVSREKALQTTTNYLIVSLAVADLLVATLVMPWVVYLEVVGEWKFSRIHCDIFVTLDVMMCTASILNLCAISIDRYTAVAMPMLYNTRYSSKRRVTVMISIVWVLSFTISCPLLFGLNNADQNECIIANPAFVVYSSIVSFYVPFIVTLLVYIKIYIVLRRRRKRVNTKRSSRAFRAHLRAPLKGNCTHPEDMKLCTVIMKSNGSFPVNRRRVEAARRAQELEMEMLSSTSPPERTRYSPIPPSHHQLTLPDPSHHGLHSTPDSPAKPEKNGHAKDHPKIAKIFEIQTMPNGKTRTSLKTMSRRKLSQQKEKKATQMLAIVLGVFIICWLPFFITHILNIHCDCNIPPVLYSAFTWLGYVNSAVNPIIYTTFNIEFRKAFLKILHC
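Primary screen. Calcium kinetics in induced HEK293 T-REx D2 cells: compound pre-addition 180 s, EC20 dopamine, 180 s more.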
D1 ag – agonists of human D1 dopamine receptor; P21728; HEK293 T-REx D1 cells, calcium flux, agonist mode; activation, % at 2 µM; 360,000 compounds, 1% hits; AID 504660; in the data active = activation above about 30%; also: 0% is about no effect
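Agonism was scored from calcium flux recorded over 180 s (1 read/s) after pintool compound addition, following a 10-cycle baseline. Cells were inducible force-coupled HEK293 TREx D1, plated overnight at 30 C and loaded with no-wash calcium dye.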
RXFP1 ag – agonists of human relaxin receptor RXFP1 | HEK293T-RXFP1 cAMP TR-FRET, 30 min; response scale: percent of porcine relaxin response, buffer zero | 370,000 compounds, 0.3% hits | Q9HBX9 | Potency, µM (highest dose often 57.5 µM), inactives show at the top dose activation, most hits filed as activators; also: potency is read from the fitted curve at half-maximal effect; % is scaled to controls: 0 for no effect and ±100 for the full control effect; nearly all actives have a fitted effect of over 60% in size; many of its hits are not listed in these tables
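HEK293T cells stably expressing RXFP1 were pretreated with the PDE4 inhibitor Ro 20174, exposed to compounds for 30 min at 37C, lysed, and cAMP was read by TR-FRET. Data normalized to buffer (basal) and 29 nM porcine relaxin (100%).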
RXFP1 antagonist – antagonists of human relaxin receptor RXFP1. activity change, negative = inhibition, % at 57.5 µM. 350,000 compounds, 0.59% hits. HEK293-RXFP1, relaxin-stimulated cAMP HTRF, 30 min; hits give low values. AID 1259400. Q9HBX9;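 active = activity change of -60% or lower, but not beyond a set lower limit; inconclusive = change between -60% and -40%, or beyond the set limit; inactive = change above -40%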; also: % is scaled to controls: 0 for no effect and ±100 for the full control effect
D1 PAM – human D1 dopamine receptor positive modulation | P21728 | HEK293 TREx D1 cells, calcium flux, dopamine EC20 potentiation | potentiation, % at 10 µM | 360,000 compounds, 0.036% hits; in the data active = potentiation above about 30%; also: 0% is about no effect
Vif-A3G inh – inhibitors of Vif-APOBEC3G interaction. 410,000 compounds, 0.076% hits. Q9HC16. Potency, µM (highest dose often 46.1 µM), for inactives: top-dose activity, negative = active, hits mostly inhibitors. HeLa A3G-eYFP + Vif (tagged APOBEC3G with the HIV-1 protein that degrades it), YFP fluorescence, overnight. AID 602310;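 also: potency is read from the fitted curve at half-maximal effect; % is scaled to controls: 0 for no effect and ±100 for the full control effect; nearly all actives have a fitted effect of over 60% in size; hits raise eYFP signal because A3G escapes Vif-driven loss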
Target sequence (Q9HC16 whole entry, looked up): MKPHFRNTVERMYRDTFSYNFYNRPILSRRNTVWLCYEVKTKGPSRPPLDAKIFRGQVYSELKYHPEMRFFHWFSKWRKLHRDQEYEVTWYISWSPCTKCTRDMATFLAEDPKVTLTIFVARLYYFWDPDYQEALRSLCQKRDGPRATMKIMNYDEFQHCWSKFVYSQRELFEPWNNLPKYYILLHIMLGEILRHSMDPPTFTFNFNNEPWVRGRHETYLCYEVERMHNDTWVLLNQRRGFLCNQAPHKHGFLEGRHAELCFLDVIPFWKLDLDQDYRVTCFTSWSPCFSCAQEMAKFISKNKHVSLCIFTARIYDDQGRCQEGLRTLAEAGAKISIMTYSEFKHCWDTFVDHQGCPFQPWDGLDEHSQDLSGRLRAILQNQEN
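Read-out is eYFP fluorescence (Ex 488/Em 500-530) from Vif-expressing HeLa A3G-eYFP cells; more signal means A3G escaped Vif-mediated degradation. Cells plated overnight, compound pinned in, incubated overnight at 37 deg C.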
* marks the source's active call; other numbers are inactive results; ? = inconclusive; . = no result given; & = joins results of further samples. Unless noted, calls follow the shape of the dose curve; as a rule, active = well fitted curve in the direction sought with a large enough effect; inconclusive = small, poorly fitted or top-dose-only effect, or another doubt; inactive = no such curve, though single readings can be large; an effect the other way counts as inactive or inconclusive. Not all compounds are listed. The share of hits here may be higher or lower than overall.

SMILES | Vif-A3F inh | Glioma ERSR ind | D1 antagonist | D2 potentiator | D1 ag | RXFP1 ag | RXFP1 antagonist | D1 PAM | Vif-A3G inh
O=C(O)CCCCCNC(=O)CCn1nnc2ccccc2c1=O | 4.6% | -1.0% | -14.1 | 7.8 | 4.4 | 0.2% | -9.7 | 0.5 | 0.7%
COCCCNC(=O)C1CCN(c2nc3ccc(Cl)cc3[nH]2)CC1 | 0.1% | 0.0% | -7.8 | 5.2 | 0.2 | 1.4% | -18.2 | -2.5 | 6.5%
CC1CCN(c2c(NCC3CCC(C(=O)N4CCCCC4)CC3)c(=O)c2=O)CC1 (centres undefined) | -4.6% | -4.5% | -8.0 | 13.1 | 5.0 | -0.7% | . | . | -1.4%
O=C1C(Cl)=C(N2CCCC2)C(=O)N1c1ccccc1F | 1.9% | -3.5% | -8.9 | 13.1 | 1.7 | -0.4% | 1.9 | 3.0 | 2.0%
CC1(C)CC(=O)C(C=NCCN2CCN(CC(=O)Nc3ccccc3)CC2)=C(O)C1 | -10.2% | -3.2% | 11.5 | 22.0 | 2.3 | 2.7% | 16.3 | -1.1 | 1.3%
Cc1nnc(SCC(C)C)[nH]c1=O | 0.2% | -5.8% | -3.6 | 0.1 | 5.4 | -0.2% | -3.6 | -1.1 | -5.3%
N#Cc1ccc(C23CC4(C2)[C@H](CN(CC2CCCCC2)[C@@H]4c2ccccc2)C3c2ccc(C(F)(F)F)cc2)cc1 (some centres undefined) | . | . | -29.8 | -4.3 | 2.0 | 0.2% | . | -3.4 | .
Cc1nn2c(NCCN3CCOCC3)c3c(nc2c1-c1ccccc1)CCCC3 | 6.1% | -0.5% | -18.1 | -26.7 | 0.1 | 0.0% | ? | -8.2 | 2.4%
O=C(c1ccc(Cl)cc1)C1CCN(Cc2ccccc2)CC1 | -32.1% | -3.4% | -1.1 | -28.8 | 1.8 | 1.6% | -13.9 | -11.5 | -1.3%
CC(=NNS(=O)(=O)c1ccc(C)cc1)c1ccncc1 | -4.4% | -7.9% | . | . | . | . | -0.1 | . | -5.6%
Cc1ccc(S(=O)(=O)c2nc(S(=O)(=O)c3ccc(C)cc3)c(NC(C)C)s2)cc1 | 2.8% | -3.1% | -3.5 | -0.1 | 2.0 | 2.6% | -6.4 | 2.4 | 4.2%
O=C(NC1CCCCCC1)C1CCN(S(=O)(=O)c2cnc[nH]2)CC1 | -3.8% | -3.8% | -25.3 | 6.0 | 0.6 | 2.8% | 4.7 | -6.0 | 0.2%
COc1ccc(OCCCC(=O)Nc2cccc(S(=O)(=O)N3CCCCCC3)c2)cc1 | 12.0% | -1.4% | 2.6 | -9.1 | 14.8 | 3.2% | 10.3 | 0.4 | 2.4%
COc1ccc(OCCSc2nnc(C(C)NC(=O)c3ccccc3F)n2C)cc1 (centres undefined) | -13.7% | -2.5% | 10.1 | -10.7 | -0.6 | 0.1% | -4.4 | -4.5 | -0.8%
C/C=C/c1ccc(OCCNCc2ccccc2)c(OC)c1 | -2.2% | 4.7% | -3.9 | -27.6 | 8.0 | 0.3% | 5.9 | -8.5 | 0.0%
COc1ccc(S(=O)(=O)N2CCN(C(=O)NC3CCCCC3)CC2)cc1OC | -7.4% | -4.9% | -6.1 | -0.1 | 1.8 | -0.8% | -11.2 | 4.9 | -0.6%
O=C(N/C(=C\c1ccc([N+](=O)[O-])cc1)C(=O)N1CCOCC1)c1cccc(Br)c1 | 3.1% | -4.0% | 4.1 | 3.7 | 0.1 | 0.2% | -6.5 | -3.3 | 0.0%
Cc1onc(-c2c(Cl)cccc2Cl)c1C(=O)NCCc1ccc(S(N)(=O)=O)cc1 | -9.5% | -1.2% | 4.5 | -3.6 | 2.4 | -1.1% | -6.6 | 0.3 | -2.9%
COc1cc(/C=C2\CCC(C)C3=C(c4cc(OC)c(OC)c(OC)c4)C(C#N)=C(N)OC32)cc(OC)c1OC (centres undefined) | ? | 2.7% | . | . | . | . | -2.6 | . | -24.6%
CN(C1CCCCC1)S(=O)(=O)c1ccc(F)c(C(=O)Nc2ccc(C(F)(F)F)cc2)c1 | -1.3% | -1.6% | -1.3 | 1.8 | 1.7 | 4.7% | -14.5 | 0.6 | -0.1%
CCOC(=O)N1CCN(C(=O)CNC(=O)c2nn(-c3ccc(OC)cc3OC)c(=O)c3ccccc23)CC1 | ? | 0.2% | -16.6 | 1.2 | -2.5 | 9.2% | -0.2 | -1.1 | -5.4%
COc1cccc(CN2c3ccc(Br)cc3C(=O)CS2(=O)=O)c1 | -1.8% | -6.4%&-2.1% | -9.5 | -8.5 | 4.5 | -0.3% | . | 3.2 | -8.6%&-11.0%
COc1ccc(-c2nnc3n2-c2ccccc2SC3)cc1OC | . | -1.3% | 5.6 | 6.1 | 3.8 | 2.2% | -4.6 | 5.0 | -3.4%
Cc1ccc2c(Cn3ccnc3)cc(=O)oc2c1C | -0.2% | -3.8% | 0.7 | . | -0.2 | -1.3% | 7.2 | -2.4 | 3.5%
CCOC(=O)c1ccc(S(=O)(=O)N2CC(=O)Nc3ccccc32)cc1 | -18.6% | -3.3% | -1.0 | -5.8 | 3.5 | 4.6% | -27.7 | -2.6 | ?

Further results:
SMILES | Vif-A3F inh | Glioma ERSR ind | D1 antagonist | D2 potentiator | D1 ag | RXFP1 ag | RXFP1 antagonist | D1 PAM | Vif-A3G inh
CC(=O)Nc1cccc(NC(=O)COc2ccc3c(c2)CCC3)c1 | 0.9% | 8.9% | -13.2 | -15.0 | 18.4 | -1.7% | -12.8 | -5.3 | 4.8%
Cn1c(COc2ccccc2)nnc1SCc1nc2ccccc2[nH]1 | 1.1% | -1.9% | 9.8 | -2.8 | 1.3 | 1.6% | -6.9 | -1.4 | -7.1%
COc1ccc(-n2c(SCC(=O)Nc3nccs3)nc3c(c2=O)SC(C)C3)cc1 (centres undefined) | 0.7% | -0.1% | 8.2 | 9.6 | 0.0 | 4.7% | -5.2 | 5.5 | 0.2%
CC1SC(C)C(=O)N(CC(=O)Nc2ccc3c(c2)OCO3)C1=O (centres undefined) | -4.5% | 2.6% | 16.4 | 7.8 | 0.0 | -1.3% | -6.4 | -3.9 | -6.8%
COc1ccccc1-n1c(SCc2cc(=O)oc3cc(O)ccc23)nc2ccccc2c1=O | 2.4% | 2.3% | -2.0 | 23.1 | 5.4 | 1.1% | . | -2.6 | -14.2%
Cc1c(Cl)cccc1NC(=O)CCn1cnnn1 | -3.0% | -3.9% | 1.1 | -1.3 | -0.2 | 3.0% | . | -2.2 | 0.2%
O=C(c1ccc2c3n(nc2c1)-c1ccccc1CO3)N1CCOCC1 | 5.8% | -6.1% | -16.4 | -1.6 | -0.2 | 2.4% | . | 1.1 | -2.4%
COc1ccc(S(=O)(=O)Nc2c(C(=O)O)[nH]c3ccc(OC)cc23)c(OC)c1 | -0.5% | -0.7% | 5.7 | -5.0 | 0.8 | 1.6% | 2.9 | 2.6 | -0.1%
O=C(NNC(=O)c1ccccc1C(=O)O)c1ccc(S(=O)(=O)N2CCCCC2)cc1 | 6.1% | -4.7% | 5.2 | 6.0 | 0.3 | -4.6% | 5.3 | -1.8 | -1.6%
CCc1ccc(C(C(=O)NC2CCCC2)N(C(=O)c2csnn2)C2CC2)cc1 (centres undefined) | 4.3% | -4.3% | -5.8 | 15.2 | 0.1 | 1.7% | -2.0 | -3.0 | -8.9%
COc1ccc(C(=O)Nc2cc(=O)n(C)c(=O)n2C)cc1OC | -3.0% | -4.8% | -7.1 | 0.7 | 1.3 | -0.2% | . | -2.0 | -1.3%
COC(=O)c1cn(-c2ccc(F)cc2)c(=O)c2ccccc12 | -10.2% | -2.9% | -19.2 | -0.5 | 0.7 | 0.1% | -2.7 | -9.4 | -1.5%
Cc1cc(C(=O)OCC(=O)Nc2ccccc2Br)c(C)o1 | 12.7% | -1.2% | . | . | . | . | -27.1 | . | -6.6%
O=c1c2ccccc2nc(N2CCN(c3ccccc3)CC2)n1Cc1ccccc1 | -8.7% | -3.1% | 3.4 | 8.6 | 1.5 | 0.2% | . | 4.3 | 2.1%
C=CCn1c(C(CCCC)CC(C)O)n[nH]c1=S (centres undefined) | 2.6% | -4.5% | -7.3 | 3.8 | 3.0 | 4.1% | -1.3 | -6.8 | 1.2%
CCOC(=O)N1CCC(N(CCN(C)C)C(=S)Nc2ccccc2OCC)CC1 | 0.5% | -2.5% | -9.5 | 1.0 | 1.7 | 0.3% | -0.1 | 1.9 | 0.0%
Cc1cc(NC(=O)CCC(=O)N(c2cccc(F)c2)C(C(=O)NC2CCCC2)c2ccncc2)no1 (centres undefined) | 0.2% | -3.3% | 7.9 | 0.2 | 0.7 | 1.4% | 3.9 | 6.8 | 0.5%
COc1ccc(Cl)c(OC)c1C(=O)NC(=O)Nc1c(F)cc(F)cc1F | -3.2% | -3.8% | -14.8 | -4.5 | 2.6 | 0.0% | 11.2 | -3.6 | 1.3%
CCN(CC)S(=O)(=O)c1cc(NC(=O)c2cc([N+](=O)[O-])ccc2N2CCOCC2)ccc1C | 7.8% | -4.6% | -3.7 | -4.4 | 4.3 | 4.0% | -14.1 | -5.0 | -0.9%
COC(=O)CSc1cccc2c1C(=O)CC2c1ccccc1 (centres undefined) | 0.3% | 7.4% | -33.1* | 2.9 | 6.7 | 0.3% | 5.1 | -5.0 | 2.1%
COc1ccc(/C=C/C(=O)Nc2ccc(C(C)=O)cc2)cc1S(=O)(=O)N1CCOCC1 | 2.1% | -4.5% | . | . | . | . | -2.5 | . | 3.4%
CN(C)c1ccc(-c2nnn(Cc3ccccc3Br)n2)cc1 | -1.6% | 6.4% | 2.2 | 10.1 | 6.0 | 2.2% | 7.0 | -6.5 | -1.1%
O=C(Cc1ccccc1)NCC(=O)N1CCCC1 | -6.2% | 0.2% | 1.9 | 5.2 | 1.6 | -1.2% | 14.7 | -0.3 | 0.9%
Cc1ccc(C(=O)NCC(=O)N/N=C/c2sccc2C)cc1[N+](=O)[O-] | 13.6% | -1.2% | 10.4 | -8.7 | 8.7 | 0.2% | -0.1 | -2.6 | 0.5%
